# M. tuberculosis HTS: M. tuberculosis growth inhibition, HTS (AID 449762) | M. tuberculosis H37Rv growth inhibition, 7H9 media; higher % means a stronger effect | inhibition, % at 25 µM; hits with a dose series show IC50 in µM | 330,000 compounds, 0.59% hits; in the data active = a potency from the dose series; inconclusive = inhibition above about 70% without an active follow-up result;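 note: bacterial growth assessed after seven days of incubation; strong numbers were not always called active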
# Salmonella PhoP GFP: PhoP regulon inhibitors, Salmonella typhi PhoP promoter GFP reporter, confirmatory (AID 1850) | Salmonella Typhi PhoP-promoter GFP reporter, fluorescence, 4 h; higher % means a stronger effect | 310,000 compounds, 0.33% hits | inhibition, % at 50 µM; hits with a dose series show IC50 in µM; in the data active = a potency from the dose series; inconclusive = inhibition mostly from about 25% at the one dose, without a potency; inactive = the rest, 99 in 100 with inhibition below about 19%;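 note: 0% = induced wells with vehicle and 100% = uninduced wells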
# VEEV TC-83 Vero: inhibitors of VEEV TC-83 cytopathic effect, confirmation, Vero cells (AID 588727); 350,000 compounds, 0.13% hits; one-dose inhibition, % at 20 µM; IC50 in µM for titrated hits; Vero cells, VEEV TC-83 cytopathic effect inhibition; higher % means a stronger effect; in the data active = a potency from the dose series; inconclusive = inhibition mostly from about 14% at the one dose, without a potency; inactive = the rest, 99 in 100 with inhibition below about 12%; note: strong numbers were not always called active
# M. tuberculosis: growth inhibition of non-replicating M. tuberculosis (AID 488890) | Mycobacterium tuberculosis non-replicating, growth inhibition; higher % means a stronger effect | inhibition, % at 25 µM, or IC50 in µM where a hit was titrated | 320,000 compounds, 0.39% hits; in the data active = a potency from the dose series; inconclusive = inhibition mostly from about 82% at the one dose, without a potency; inactive = the rest, 99 in 100 with inhibition below about 76%;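 note: plate controls were DMSO cells for no effect and high antibiotic wells for full effect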
# H1N1 NS1A inhibition: H1N1 influenza NS1A inhibitors, functional cell based assay (AID 504329); NS1A functional cell-based assay, percent inhibition; higher % means a stronger effect; inhibition, % at 12.5 µM, or IC50 in µM where a hit was titrated; 340,000 compounds, 0.3% hits; in the data active = a potency from the dose series; inconclusive = inhibition above about 27% without an active follow-up result; note: strong numbers were not always called active
# VEEV TC-83 Vero 10K pilot screen: also measured in VEEV TC-83 Vero; calls as there; inhibition, %; measured here: 10K pilot screen inhibition
# Numbers without * were called inactive; i = inactive; ? = inconclusive; nt = no result given.
SMILES,M. tuberculosis HTS,Salmonella PhoP GFP,VEEV TC-83 Vero,M. tuberculosis,H1N1 NS1A inhibition,others
CC(C)(C)NC(=O)COC(=O)c1ccc(S(=O)(=O)N2CCCC2)cc1,5%,3%,0.6%,11%,4%,
C[C@@H](C(=O)Nc1cc(C(F)(F)F)ccc1N1CCOCC1)N1C(=O)C2CC=CCC2C1=O (stereo not given in full),nt,nt,0.1%,nt,-17%,
CN1CCN(S(=O)(=O)c2cccc(C(=O)N(C)CC(=O)Nc3ccc(F)c(F)c3F)c2)CC1,6%,-9%,3.6%,1%,-16%,
Cc1ccc(C)c(NC(=O)c2ccc(S(=O)(=O)C(F)F)cc2)c1,-6%,-4%,1.4%,11%,6%,
Cc1cc(C)c(N(C(=O)c2csnn2)C(C(=O)NC(C)(C)C)c2ccncc2)c(C)c1 (stereo not given),2%,6%,0.8%,8%,-2%,
Cc1ccc(-c2nnn(CC(=O)NCCc3ccc4c(c3)OCO4)n2)cc1,-11%,-16%,0.6%,5%,0%,
COc1ccc(NC(=O)C(C)NS(=O)(=O)c2ccccc2)cc1Cl (stereo not given),-9%,-23%,i,-1%,1%,
O=C(/C=C/c1ccccc1)OCC(=O)N1CCN(c2ccccc2)CC1,66%,2%,1.9%,11%,-1%,
CCc1cc2c(=O)c(-c3nc4ccccc4n3C)coc2c(CN2CCCCC2C)c1O (stereo not given),nt,nt,i,nt,-4%,
CCOC(=O)c1c(CN2CCCCC2C)oc2ccc(OC)cc12 (stereo not given),-7%,-4%,0.8%,14%,4%,
CCOc1ccccc1NC(=O)COC(=O)c1ccc(S(=O)(=O)N2CCCC2)cc1,nt,nt,2.4%,nt,-2%,
Cc1cccc(NCC(=O)N/N=C\c2ccccn2)c1,0%,1%,0.6%,20%,8%,
COc1cccc(NCCC(=O)c2cccc([N+](=O)[O-])c2)c1,35%,19%,7.2%,?,12%,
Cc1ccc(N(CCC#N)C(=O)CN2C(=O)NC(Cc3ccccc3)C2=O)cc1 (stereo not given),-2%,-32%,0.8%,9%,0%,
CC(C)CNC(=O)c1ccccc1SCC(=O)NC12CC3CC(CC(C3)C1)C2,-1%,-12%,2.3%,14%,-3%,
CC#CCN1c2ccccc2[C@]23C[C@@H](C(=O)OC)N(C(=O)c4ccc(Br)cc4)C2=NC(C(=O)OC)=C(C(=O)OC)[C@H]13,0%,2%,nt,21%,nt,
Cc1ccnc(N2C(=O)OC(C)(C)C2(C)O)c1 (stereo not given),-18%,-6%,0.4%,-4%,-1%,
O=C(CCSCc1cccc(F)c1)NCc1ccc(F)cc1,1%,5%,3.5%,51%,-17%,
CCOCC(=O)Nc1ccc(-c2cn3cccnc3n2)cc1,-12%,-1%,4.2%,-10%,-2%,
O=C(CCn1c(=O)sc2ccccc21)NCc1ccco1,-2%,7%,0.1%,4%,11%,

# 3 entries drawn at random from the list so far:
SMILES,M. tuberculosis HTS,Salmonella PhoP GFP,VEEV TC-83 Vero,M. tuberculosis,H1N1 NS1A inhibition,others
CCc1cc2c(=O)c(-c3nc4ccccc4n3C)coc2c(CN2CCCCC2C)c1O (stereo not given),nt,nt,i,nt,-4%,
COc1ccc(NC(=O)C(C)NS(=O)(=O)c2ccccc2)cc1Cl (stereo not given),-9%,-23%,i,-1%,1%,
Cc1cc(C)c(N(C(=O)c2csnn2)C(C(=O)NC(C)(C)C)c2ccncc2)c(C)c1 (stereo not given),2%,6%,0.8%,8%,-2%,

# (further entries)
SMILES,M. tuberculosis HTS,Salmonella PhoP GFP,VEEV TC-83 Vero,M. tuberculosis,H1N1 NS1A inhibition,others
CCOc1ccc(/C=N/NS(=O)(=O)c2ccc(C)cc2)cc1OC,2%,-6%,i,2%,-2%,
Cc1ccc(S(=O)(=O)N(C)C)cc1NC(=O)C1CCCCC1,-5%,-4%,i,-3%,-17%,
CS(=O)(=O)N(CCc1ccccc1)CC(N)=O,-5%,-4%,i,-17%,4%,
COc1ccccc1C1NC(=O)NC(C)=C1C(=O)OC1CCCCC1 (stereo not given),9%,3%,1.5%,nt,31%,
CCS(=O)(=O)N1CCN(c2ccc([N+](=O)[O-])c(NCc3cccnc3)c2)CC1,-1%,-4%,4.9%,22%,-10%,
CCCCOC(=O)Cn1c(=O)c2c(nc3n2CCCCN3c2ccc(C)cc2)n(C)c1=O,-8%,-1%,0.3%,20%,2%,
COc1ccc(N(CC(=O)NCc2cccs2)S(=O)(=O)c2cccnc2)cc1,-3%,-8%,0.9%,-6%,5%,
CSc1nnc(C)c(=O)n1COC(=O)COc1ccccc1,-5%,7%,1.7%,6%,-10%,
COc1ccc(OC)c(NC(=O)c2ccc(S(=O)(=O)N3CCN(C)CC3)cc2)c1,-1%,6%,3.1%,0%,2%,
O=C(CCS(=O)(=O)c1ccc2c(c1)NC(=O)CO2)NCCc1ccccc1,-1%,4%,0.7%,-2%,6%,
CSc1ccccc1OCc1cc(C(=O)N(C)Cc2c(C)n[nH]c2C)no1,0%,-2%,5.3%,5%,-11%,
Cc1ccc(C(=O)CCC(=O)Nc2ccc(Cl)c(S(=O)(=O)Nc3cccc(Cl)c3)c2)cc1,11%,-5%,1.5%,-4%,-13%,
Cc1ccc(C(=O)N/N=C\c2ccc(OC(=O)c3cccs3)cc2)cn1,-1%,1%,1.0%,-9%,0%,
COC(=O)c1cc(NC(=O)Cc2ccc(OC)c(OC)c2)cc(C(=O)OC)c1,0%,2%,1.9%,-1%,6%,
C/C(CC(=O)Nc1ccc(C)cc1C)=N\NC(=O)C(C)C,3%,1%,i,4%,-3%,
CC1CCc2c(C(=O)Nc3nccs3)csc2C1 (stereo not given),7.3µM*,-5%,1.3%,?,3%,
Cn1cc([N+](=O)[O-])c(C(=O)NCc2cc3cc(Cl)ccc3[nH]2)n1,-1%,-6%,1.9%,10%,-3%,
CCCCNc1nc2ccccc2nc1NS(=O)(=O)c1cccs1,-3%,1%,1.6%,-4%,5%,
Cc1ccc(N/N=C/c2ccc(N3CCOCC3)cc2)cc1C,63%,1%,6.9%,52%,1%,
Cc1cccc(NC(=O)CNC(=O)CN2C(=O)NC3(CCCc4ccccc43)C2=O)c1C (stereo not given),0%,-3%,1.9%,5%,-8%,
CCCCCOC(=O)Nc1ccc(S(=O)(=O)Nc2cccc([N+](=O)[O-])c2)cc1,7%,1%,i,14%,-4%,
O=C(CCCSc1nnc(SCCCC(=O)c2ccc(F)cc2)s1)c1ccc(F)cc1,?,-8%,i,?,-3%,
COc1ccc(C(=O)N2CCC(CCC(=O)Nc3cccc(C)c3)CC2)cc1,3%,-7%,1.5%,13%,-1%,
O=C(COC(=O)C1C2CC3OC(=O)C1C3C2)Nc1ccc(Cl)cc1 (stereo not given),-3%,2%,2.6%,-2%,-2%,
CC1CCCCC12NC(=O)N(CC(=O)Nc1ccc(N3CCCCC3)cc1)C2=O (stereo not given),nt,nt,1.5%,nt,0%,
CCCn1c(N2CCN(C(=O)Nc3ccc(Cl)cc3)CC2)nc2ccccc21,-1%,14%,11%,27%,0%,
NNc1nc(-c2ccccc2)nc(-c2ccccc2)c1Br,-6%,3%,i,-2%,-11%,
CN1[C@@H]2CC[C@H]1CC(OC(=O)[C@H](CO)c1ccccc1)C2 (stereo not given in full),nt,3%,0.6%,-1%,-4%,
Cc1cc(C)cc(N(C(=O)CCC(=O)Nc2cc(C)on2)C(C(=O)NC2CCCC2)c2ccco2)c1 (stereo not given),1%,11%,0.3%,25%,6%,
COc1cc(/C=N/NC(=O)c2cc[n+]([O-])cc2)cc(OC)c1OC,-4%,-2%,i,55%,-10%,
CCN1C(=O)c2n[nH]c(C(=O)OC)c2C1=O,5%,19%,0.5%,-15%,-4%,
CCc1ccc(C2C(C#N)=C(N)N(N(C)C)C3=C2C(=O)CCC3)cc1 (stereo not given),-3%,-1%,1.4%,11%,-13%,
COC(=O)c1[nH]c2ccccc2c1CN1CCOCC1,-11%,-6%,0.1%,5%,-22%,
Cc1c(/C=N\NC(=O)c2c[nH]c3ccccc23)cnn1C,7%,-5%,1.3%,-12%,-1%,VEEV TC-83 Vero 10K pilot screen=1.1
CCN(CC)CCOCCOc1ccc(Cl)c2ccccc12,4%,2%,22%,50%,-2%,
COc1ccc2sc(-c3ccccc3OC)c(-c3ccc(OC)c(F)c3)c2c1,9%,nt,7.1%,nt,-12%,
Cc1ccc(Sc2nc([N+](=O)[O-])nn2C)cc1,6%,-2%,i,38%,-1%,
COc1ccccc1NC(=O)C(C)OC(=O)c1ccc(-n2cnnn2)cc1 (stereo not given),14%,0%,1.8%,4%,1%,
O=C(Nc1ccc(-c2csc(Nc3ccccc3)n2)cc1)c1ccccc1,4%,-10%,9.5%,9%,9%,
O=C(c1ccccc1F)N1CCN(C(=O)C(c2ccccc2)c2ccccc2)CC1,-4%,-4%,i,0%,7%,

# 4 structures out of the list, arranged by SMILES length, rising:
SMILES,M. tuberculosis HTS,Salmonella PhoP GFP,VEEV TC-83 Vero,M. tuberculosis,H1N1 NS1A inhibition,others
COC(=O)c1[nH]c2ccccc2c1CN1CCOCC1,-11%,-6%,0.1%,5%,-22%,
Cc1ccc(Sc2nc([N+](=O)[O-])nn2C)cc1,6%,-2%,i,38%,-1%,
COc1cc(/C=N/NC(=O)c2cc[n+]([O-])cc2)cc(OC)c1OC,-4%,-2%,i,55%,-10%,
CCc1ccc(C2C(C#N)=C(N)N(N(C)C)C3=C2C(=O)CCC3)cc1 (stereo not given),-3%,-1%,1.4%,11%,-13%,

# Next structures:
SMILES,M. tuberculosis HTS,Salmonella PhoP GFP,VEEV TC-83 Vero,M. tuberculosis,H1N1 NS1A inhibition,others
O=C(Cn1c2ccc(F)cc2c2nc3n(c(=O)c21)CCS3)Nc1ccc(Cl)cc1F,5%,4%,0.3%,10%,-4%,
COc1ccc2c(c1)OCC(O)(c1ccccc1)C2=O (stereo not given),nt,nt,i,nt,-15%,
CSc1ccccc1OCc1cc(C(=O)NC2CCOC2)no1 (stereo not given),1%,3%,5.5%,-2%,0%,
O=S1(=O)CCN2C=Nc3sc4c(c3C2=N1)CCCC4,-6%,-12%,i,-9%,2%,
O=C(CSc1nc2ccccc2c(=O)n1-c1ccc(OC(F)F)cc1)NCc1cccs1,9%,-7%,0.5%,-21%,-13%,
CN(C)/C=C(/C(=O)c1ccc(Cl)cc1)S(=O)(=O)c1ccc(Cl)cc1,0%,7%,0.3%,22%,-28%,VEEV TC-83 Vero 10K pilot screen=0.5
COc1ccc(C)cc1NS(=O)(=O)c1ccc2c(c1)n(C)c(=O)n2C,-3%,4%,1.4%,22%,-6%,
Cc1ncc(CO)c(/C=N/NC(=S)Nc2ccc(F)cc2)c1O,-4%,-3%,?,34%,2.8µM*,
CCOC(=O)N1CCN(S(=O)(=O)N2CCCC(C(=O)NCc3ccccc3OC)C2)CC1 (stereo not given),-2%,12%,1.7%,5%,-3%,
CCc1cc2c(Sc3nc4ccccc4s3)ncnc2s1,11%,3%,4.0%,32%,-3%,
COc1ccc(OC)c(CCNC(=O)Cn2sc3nc(C)cc(C)c3c2=O)c1,-5%,13%,nt,nt,nt,
CCOc1cc(C=NNC(=O)c2cccc(S(=O)(=O)N3CCCC3)c2)ccc1O,-1%,nt,3.4%,17%,0%,
O=C(NCCO)c1cc2cc(Cl)cc(Cl)c2oc1=O,10%,-9%,0.9%,18%,-9%,
Cn1c(=O)c(=O)n(C)c2cc(S(=O)(=O)N3CCN(c4cccc(C(F)(F)F)c4)CC3)ccc21,-2%,-1%,0.7%,-9%,-3%,
O=Cc1c(N2CCSCC2)nc2ccccn2c1=O,16%,8%,0.1%,?,-18%,
CCOc1ccc(S(=O)(=O)N2CCCCC2)cc1NC(=O)CN1C(=O)NC(C)(c2ccccc2)C1=O (stereo not given),-5%,-1%,2.9%,7%,0%,
O=C(Cc1cccc(NC(=O)C2CCCN(C(=O)CCc3ccccc3)C2)c1)Nc1cccc(C(=O)N2CCCCC2)c1 (stereo not given),nt,nt,i,nt,15%,
CN(C)CCCN(C(=O)COc1ccc(Cl)cc1)c1nc2cc3c(cc2s1)OCCO3,-14%,4%,1.7%,8%,12%,
N[C@@H](Cc1ccc(O)c(O)c1)C(=O)O,nt,nt,0.2%,nt,3%,
CCCCN(CC)C(=O)c1ccc(Cl)c(Cl)c1,9%,-3%,4.4%,12%,-4%,
COc1cc(C2CC(=O)N(CC(=O)NCc3ccco3)c3ccccc3S2)cc(OC)c1OC (stereo not given),-1%,1%,1.9%,8%,7%,
COc1cccc(-n2c(N)c(C(=O)Nc3c(C)n(C)n(-c4ccccc4)c3=O)c3nc4ccccc4nc32)c1,9%,2%,5.0%,20%,2%,
